Shiga toxin inh: inhibitors of Shiga toxin in Vero cells; AID 2315; actives 9.2% (n = 290,000); inhibition, % at 38.7 µM; Vero cells, Shiga toxin protein synthesis inhibition reporter; in the data active = inhibition mostly above about 28%, no sharp cut-off; inactive = mostly below about 43%; also: 0% is about no effect
Pf growth 48h: inhibits P. falciparum growth in the first generation, 48 h | P. falciparum luciferase growth in erythrocytes, 48 h | Potency, µM (series often up to 28.7 µM), inactives show at the top dose activity change, negative = inhibition, usual class: inhibitors | actives 5.9% (n = 310,000); also: potency is read from the fitted curve at half-maximal effect; % is scaled to controls: 0 for no effect and ±100 for the full control effect
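First compound was added to culture medium, then infected red cells at 0.1% parasitemia and 2% hematocrit (final). After incubation at 37 C under 5% CO2, luciferase detection reagent was dispensed and light output recorded.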
FBPA Giardia inh: inhibitors of Giardia lamblia fructose-1,6-bisphosphate aldolase. actives 0.71% (n = 290,000). A8B2U2. Potency, µM (top dose mostly 59.6 µM), inactives show at the highest dose activity, negative = inhibition, hits mostly inhibitors. AID 2451. purified Giardia FBPA; also: potency is read from the fitted curve at half-maximal effect; % is scaled to controls: 0 for no effect and ±100 for the full control effect; nearly all actives have a fitted effect of over 55% in size
Target sequence (A8B2U2 whole entry, looked up): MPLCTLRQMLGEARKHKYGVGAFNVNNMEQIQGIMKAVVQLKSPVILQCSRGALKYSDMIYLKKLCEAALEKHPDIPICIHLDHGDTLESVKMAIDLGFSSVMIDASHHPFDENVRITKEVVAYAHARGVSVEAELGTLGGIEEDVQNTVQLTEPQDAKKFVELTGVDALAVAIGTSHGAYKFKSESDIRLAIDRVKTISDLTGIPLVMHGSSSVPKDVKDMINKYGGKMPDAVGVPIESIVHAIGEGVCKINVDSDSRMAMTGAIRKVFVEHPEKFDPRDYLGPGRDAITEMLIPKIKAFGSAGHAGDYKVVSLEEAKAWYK
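40 nM FBPA preincubated 10 min at RT with compound (up to 57.5 uM final), then substrate plus GAPDH/TPI/NAD/arsenate coupling and diaphorase/resazurin added. Fluorescence read after 20 min at RT, 525/598 nm.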
CHX counter: affects cycloheximide protein synthesis inhibition readout, counter-screen; cell reporter, cycloheximide protein synthesis inhibition counterscreen; max response, %; actives 12% (n = 300,000); AID 2314; in the data active = max response mostly above about 13%, no sharp cut-off; inactive = mostly below about 14%; also: read at 38.3 µM for the half of the compounds with a filed dose; 0% is about no effect
Pf growth 96h: P. falciparum growth inhibition at 96 hour, primary screen for plastid delayed-death inhibitors; P. falciparum luciferase reporter growth, 96 h; Potency, µM (highest dose often 28.7 µM), for the others: at the top dose activity change, negative = inhibition, most hits filed as inhibitors; actives 6.9% (n = 320,000); AID 504834; also: potency is read from the fitted curve at half-maximal effect; % is scaled to controls: 0 for no effect and ±100 for the full control effect
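Cell-based qHTS: luciferase-tagged P. falciparum in erythrocytes (2% hematocrit, 0.05% parasitemia final) incubated with compounds for 96 hours, 37 C, 5% CO2; luciferase detection reagent then added and luminescence measured.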
Sm TGR block: inhibitors of Schistosoma mansoni thioredoxin glutathione reductase. Potency, µM (highest dose often 114 µM), for the others: at the highest dose activity change, negative = inhibition, most hits filed as inhibitors. actives 3% (n = 360,000). AID 485364. purified TGR, DTNB reduction, TNB absorbance 405 nm. Q962Y6; also: potency is read from the fitted curve at half-maximal effect; % is scaled to controls: 0 for no effect and ±100 for the full control effect; nearly all actives have a fitted effect of over 60% in size
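Kinetic colorimetric format: TGR-catalysed, NADPH-driven DTNB reduction monitored via TNB absorbance. Enzyme dispensed at 20 nM; compound exposure 15 min at room temperature before reaction start.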
* = called active by the depositor; ? = inconclusive; . = no result given; + = active, no number; [ ] = remark or other dose. Unless noted, calls follow the shape of the dose curve; as a rule, active = well fitted curve in the direction sought with a large enough effect; inconclusive = small, poorly fitted or top-dose-only effect, or another doubt; inactive = no such curve, though single readings can be large; an effect the other way counts as inactive or inconclusive.

SMILES | Shiga toxin inh | Pf growth 48h | FBPA Giardia inh | CHX counter | Pf growth 96h | Sm TGR block
N#Cc1cccc(NC(=O)NCCc2c[nH]c3ccccc23)c1 | -10 | 34%[activator] | 0% | -4 | ? | 3%
CC(=O)/C=C(\C)Nc1ccc(-c2cnc(-c3ccccc3)o2)cc1 | 130* | 114%[activator] | -6% | 83* | 155%[activator] | 0%
CN1CC[C@]2(CCN3CCc4c(oc5ccccc45)[C@@H]3C2)N(C)C1=O | . | ? | . | . | -4% | -12%
COc1ccc(C(=O)Nc2ccccc2C(=O)N2CCCCCC2)cc1OC | 11 | ? | 0% | -2 | ? | -3%
O=c1[nH]c(C2CCN(S(=O)(=O)c3ccc([N+](=O)[O-])cc3)CC2)nc2c1nnn2Cc1ccccc1 | -3 | 5.2µM* | . | -6 | 0.15µM* | -7%
Cc1ccccc1Nc1nnc(SCC(=O)Nc2ncc(C(F)(F)F)cc2Cl)s1 | -6 | 12% | -3% | -3 | 30% | -3%
CC(C)CCOc1cccc(OCC(=O)N(C)C2CCS(=O)(=O)C2)c1 (configuration not stated) | 2 | 8% | 4% | -6 | 9% | 0%
O=C(NCc1ccco1)C(c1ccc(F)cc1)N(C(=O)Cc1cccs1)c1cccnc1 (configuration not stated) | -14 | -41% | 3% | -2 | 18% | -6%[57.1 µM]
CS(=O)(=O)c1ccc(Cl)c(NC(=O)COC(=O)CCN=C2NS(=O)(=O)c3ccccc32)c1 | . | 9% | . | . | 34%[activator] | 2%
CCc1ccccc1NC(=O)CN(C)C(=O)Cn1ncc(Cl)c(Cl)c1=O | -22 | -22% | 1% | -11 | 6% | ?
O=C(Cn1c(CC(=O)N2CCOCC2)nc2ccccc21)Nc1ccc2c(c1)OC(F)(F)O2 | 15 | 10% | 15% | -2 | ? | 2%
COc1ccc(CNC(=O)C2CCCN2S(=O)(=O)c2ccc(C)cc2)cc1 (configuration not stated) | -16 | -1% | -11% | -3 | ? | 6%
Cc1ccc(-n2ncc3c(NCCCOC(C)C)ncnc32)c(C)c1 | 75 | ? | -2% | -3 | ? | 3%
CCn1nc(C)c(/C=N/NC(=O)c2c[nH]c3ccccc23)c1C | 40* | 57%[activator] | -1% | 50* | 17% | -1%
O=S(=O)(/N=C(/Nc1ccccn1)c1ccccc1)c1ccccc1 | 12 | 7% | 5% | 3 | 7% | 11%
COC(=O)c1ccccc1-c1ccc(/C=C2\C(=O)N(c3ccccc3)N=C2c2ccccc2)o1 | -3 | ? | -1% | -2 | 29% | 5%
CCc1nc(SCC(=O)OC(C)C)c2ccccc2n1 | -5 | 8% | -1% | 12 | ? | 0%[57.1 µM]
CCn1nnnc1SCC(=O)Nc1cccc(C)n1 | 20 | 33%[activator] | -1% | -3 | 28% | -5%
CCC(c1nnnn1Cc1ccc(OC)cc1)N(CCCO)Cc1cc2cc3c(cc2[nH]c1=O)OCO3 (configuration not stated) | 26 | ? | -7% | -1 | . | ?
Cc1ccc(-n2nc(C)c(C3C(C#N)=C(N)OC4=C3C(=O)CC(C)(C)C4)c2Cl)cc1 (configuration not stated) | -14 | ? | 6% | -2 | . | 0%
Nc1nc(-c2ccc(Br)cc2)c(S(=O)(=O)c2ccccc2)s1 | -3 | 0% | -4% | 1 | 3% | -1%
NC(=O)CN1C(=O)C2CCCCN2C(=O)c2ccccc21 (configuration not stated) | -3 | 36%[activator] | 3% | -4 | 10% | 0%
COc1ccc2[nH]cc(C(=O)N3CCCCC3)c(=O)c2c1 | -15 | 18% | 0% | -3 | ? | 20%
c1cc2n(c1)-c1c(ccc3c1OCO3)CNC2c1ccc2c(c1)OCO2 (configuration not stated) | 13 | ? | 2% | 5 | -22% | -8%
O=C(/C=C/c1ccccc1Cl)NCc1ccco1 | 63* | ? | 0%[12.9 µM] | 43* | ? | 18%

Record cards, as listed above. Values in the order: Shiga toxin inh	Pf growth 48h	FBPA Giardia inh	CHX counter	Pf growth 96h	Sm TGR block
COc1ccc(C(=O)Nc2ccccc2C(=O)N2CCCCCC2)cc1OC reads 11	?	0%	-2	?	-3%
O=C(NCc1ccco1)C(c1ccc(F)cc1)N(C(=O)Cc1cccs1)c1cccnc1 (configuration not stated) reads -14	-41%	3%	-2	18%	-6%[57.1 µM]
O=S(=O)(/N=C(/Nc1ccccn1)c1ccccc1)c1ccccc1 reads 12	7%	5%	3	7%	11%
Cc1ccccc1Nc1nnc(SCC(=O)Nc2ncc(C(F)(F)F)cc2Cl)s1 reads -6	12%	-3%	-3	30%	-3%
COc1ccc2[nH]cc(C(=O)N3CCCCC3)c(=O)c2c1 reads -15	18%	0%	-3	?	20%

Additional structures follow.
SMILES | Shiga toxin inh | Pf growth 48h | FBPA Giardia inh | CHX counter | Pf growth 96h | Sm TGR block
COC(=O)Cn1nnc(N2CCOCC2)n1 | -9 | 24% | 0% | 40* | -8% | 1%
COc1ccc(NC(=O)C2CCCN(S(=O)(=O)c3ccc4[nH]c(=O)ccc4c3)C2)cc1 (configuration not stated) | -9 | -20% | 1% | 0 | -6% | -8%
O=C(CCN1CCN(C/C=C/c2ccccc2)CC1)Nc1ccccc1Cl | 2 | 24% | ? | -3 | -27% | -2%
CCOc1ccc(CCNC(=O)c2ccc(CNS(=O)(=O)c3ccccc3)cc2)cc1OCC | 15 | ? | 8% | -1 | 8.3µM* | -13%
CCOc1ccccc1CNC(=O)CCCC(=O)n1nc(C)c2ccccc21 | -4 | 21% | -3% | -1 | -1% | -5%
O=C1CCCC(O)=C1N=Nc1ccc2c(c1)OCO2 | 48* | 99%[activator] | -6% | 76* | 123%[activator] | -1%
CN(C)c1ccnc2sc(C(N)=O)c(N)c12 | -23 | . | ? | -3 | -27% | -2%
COc1ccc2c(c1)CC[C@@H]1[C@@H]2CC[C@]2(C)C(=O)CC[C@@H]12 | 3 | -8% | 0% | 12 | ? | 10%
CCn1c(C)nnc1SCC(=O)NC1CCCC1 | -6 | 7% | 19% | -2 | 9% | 6%
COc1cc(C(=O)NCC(c2cccs2)N2CCOCC2)cc(OC)c1OC (configuration not stated) | . | ? | . | . | 136%[activator] | -4%
CN(C)S(=O)(=O)N(CC(=O)N1CCN(c2ccccc2F)CC1)c1ccccc1 | 5 | 1% | 1% | 1 | 10%[5.75 µM] | -8%
Oc1cc2c(cc1O)[C@H]1c3ccccc3CN[C@@H]1CC2 | -13 | . | -22% | -3 | . | 8.9µM*
Cc1ccc(-c2noc(COc3ccc4c(c3)OCO4)n2)cc1 | 8 | 6% | 0% | -1 | 25% | 7%
COc1ccccc1CNC(=O)C1CCCN(S(C)(=O)=O)C1 (configuration not stated) | -11 | -4% | -7% | -1 | ? | 16%
Fc1ccc(-c2nc3nc4ccccc4nc3n2Cc2ccco2)cc1 | 125* | -6% | -8% | 44* | 102%[activator] | 20µM*
O=C(N=Nc1c(O)n(Cc2ccccc2)c2ccccc12)c1ccncc1 | 24 | 12µM* | 0% | 2 | 13µM* | 6%
O=C(CC1S/C(=N/N=C/C=C/c2ccccc2)NC1=O)Nc1ccc(Cl)c(Cl)c1 (configuration not stated) | -4 | 4% | 5% | 8 | -21% | -28%
O=C(CCc1nnc2ccc(NCc3ccccc3Cl)nn12)N1CCC2(CC1)OCCO2 | 7 | ? | 5% | -1 | ? | -16%
CC(NC(=O)C(c1ccccc1)c1ccccc1)C(=O)N1CCCCC1 (configuration not stated) | -8 | -20% | 4% | -1 | -6% | 0%
CCOC(=O)c1sc(NC(=O)CSc2nc(O)c(Cc3ccccc3)c(=O)[nH]2)nc1C | 107 | 12% | 16% | 40* | 108%[activator] | ?
COc1ccc(OC)c(-n2c(O)cnc2Nc2nc(C)cc(C)n2)c1 | 14 | 19% | -16% | -8 | 17% | -25%
CC(C)OC(=O)CSc1nc(N2CCOCC2)c2c(c1C#N)CC(C)(C)OC2 | -5 | 4.7µM* | 6% | -9 | ? | -18%
COc1cc2c(cc1OC)CN(CC(=O)Nc1ccc(C)c(S(=O)(=O)N3CCOCC3)c1)CC2 | -6 | ? | . | -9 | 12µM* | 4%
Cc1sc2ncnc(SCC(=O)c3ccc4c(c3)OCCO4)c2c1-c1ccccc1 | 4 | ? | 7% | 0 | 0% | -13%
Cc1ccc(CNC(=O)C2CC(c3ccc([N+](=O)[O-])cc3)=NO2)cc1 (configuration not stated) | -6 | 30% | 5% | 9 | 174%[activator] | 1%
SMILES | Shiga toxin inh | Pf growth 48h | FBPA Giardia inh | CHX counter | Pf growth 96h | Sm TGR block
CCCCNC(=S)NNC(=O)CCn1nc(C)c(Br)c1C | 22 | ? | 2% | -2 | ? | 1%
CCOC(=O)C1=C(SCC)c2cc3c(n2C1=O)CCCC3 | -6 | ? | -8% | 1 | -14% | -32%
COc1ccc(-c2nc(=S)c3c(n2CCN2CCOCC2)CC(C)(C)OC3)cc1 | -8 | 2% | -1% | -3 | -1% | -2%
O=C(NCc1ccc2c(c1)OCO2)C(c1ccco1)N(C(=O)c1csnn1)c1ccccc1 (configuration not stated) | -10 | -1% | -1% | -5 | -26% | -5%
CCCc1nc(SCC(=O)NNC(=O)c2ccc(OC)cc2)c2ccccc2n1 | -20 | ? | 1% | -2 | 2% | 2%
CN1C(=O)c2ccc(NC(=O)C3CCCCC3)cc2C1=O | 16 | 15% | 4% | 2 | 18% | 0%
CCOc1cc(C(=O)CSc2nnc(CNc3ccc(Cl)cc3)o2)ccc1NC(=O)CC | -21 | ? | 20% | -10 | ? | 2%
Cc1ccc(CCNC(=O)c2nn(C)c3c2CS(=O)(=O)c2ccccc2-3)cc1 | 17 | ? | . | 3 | -1% | 2%
CC[C@@H](C)[C@@H](C(=O)N1CCN(C(=O)OC(C)(C)C)CC1)n1cc(CCCCNC(=O)OC(C)(C)C)nn1 | -6 | ? | 6% | 2 | ? | -9%
COc1cc2ccccc2cc1C(=O)OCC(=O)N(CC(C)C)c1c(N)n(Cc2ccccc2)c(=O)[nH]c1=O | . | 10µM* | . | . | ? | -4%
Cc1[nH]c2ccccc2c1/C=N/NC(=O)Nc1ccccc1 | + | 27% | -1% | 28* | 74%[activator] | 6%
CC(=O)Cc1nsc(NC(=O)c2cc(-c3ccc(Cl)c(Cl)c3)oc2C)n1 | -12 | 7% | 3% | 9 | 0% | -2%
Cc1ccc(S(=O)(=O)CC(=O)c2ccccc2[N+](=O)[O-])cc1 | 11 | 1% | -1% | -2 | 11% | 0%
COc1ccc(/C=N/n2cnc3c([nH]c4ccc(Br)cc43)c2=O)cc1CN1CCOCC1 | -2 | 12% | -1% | -2 | 2% | 2%
O=S(=O)(c1cccs1)N1CN(Cc2ccc(Cl)cc2)c2nc3ccccc3nc21 | 10 | ? | 3% | 15* | ? | -2%
CC(C)(C)Cc1nc2ccccc2n1CCc1ccccc1 | -7 | . | 7% | -3 | 29% | -2%
COc1ccnc(-n2cccc2C=O)c1C#N | 7 | . | 2% | 4 | -5% | ?
COc1ccc(OC)c(NC(=O)C2=C(C)Nc3ncnn3C2c2cccs2)c1 (configuration not stated) | -1 | -14% | 1% | -4 | -18% | -6%
Cc1ccc(C(=O)NNC(=O)c2ccc3ncccc3c2)cc1 | -10 | 11% | 6% | -1 | 0% | 0%
Cc1noc(C)c1S(=O)(=O)N(CC(=O)N1CCCC1)c1ccc(C(C)C)cc1 | -19 | . | 5% | -6 | ? | -30%
CCC(=O)c1ccc2c(c1)OCCO2 | 33 | 19% | 2% | 13* | 16% | -3%
Cc1ccc(NC(=O)CN(C)C(=O)c2ccc(Br)o2)cc1 | 25 | 4% | 1% | -5 | 4% | -9%
CCCCn1c(SCc2nc3ccccc3s2)nc2ccccc2c1=O | -10 | 2% | 1% | -3 | 0% | -3%
